Assay outcomes (PubChem)
MITF act – activators of MITF-driven TRPM1 promoter activity in SK-MEL-5 cells. activation, % at 12.5 µM. SK-MEL-5 TRPM1-promoter luciferase, 24 h; % of positive control, neutral wells = 0. hit rate 0.75% among 300,000;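 active means mean activation of at least 80% with every replicate also reaching 80%; inconclusive means mean reaches 80% but some replicate falls short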;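 further: 0% = neutral control wells and 100% = parthenolide positive control wells; values of inactives mirror those of a sister screen read the other way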
CDK5 inh – CDK5/p35 (human) kinase inhibition. Q00535+Q15078. Recombinant CDK5/p35, ADP-Glo luminescence, 60 min. inhibition, % at 10 µM. hit rate 0.01% among 330,000. AID 488839;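 active means highest replicate inhibition of at least 50% and at least 75% of replicates reaching 50%; inconclusive means only one of the two criteria met; inactive means both criteria failed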;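 further: plate controls were DMSO neutral control for no effect and GW8510 at 10 µM for full effect; many of its hits are not listed in these tables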
Wnt bcat act – Wnt/beta-catenin pathway activation; activation, % at 9.35 µM; Wnt/beta-catenin reporter cell assay, activator, plate reader; hit rate 1.2% among 300,000; in the data active means activation above about 30%, passing the limit was not always enough; inconclusive means no clear call, values can overlap the other calls;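 further: 0% = neutral control wells and 100% = positive control wells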
NSD2 HMT inh – inhibitors of human histone methyltransferase NSD2 | O96028 | NSD2 peptide methylation, AlphaScreen, 120 min | inhibition, % at 12.5 µM | hit rate 0.54% among 310,000; in the data active means inhibition above about 50%
PvdQ inh – blocks Pseudomonas aeruginosa PvdQ acylase activity | purified PvdQ acylase, fluorescence plate reader | inhibition, % at 10 µM | hit rate 0.063% among 340,000; in the data active means inhibition above about 30%, passing the limit was not always enough; inconclusive means no clear call, values can overlap the other calls;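 further: 0% = vehicle neutral wells and 100% = reference inhibitor wells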
V-ATPase pH – yeast V-ATPase proton transport regulation by pHLuorin; S. cerevisiae, pHLuorin cytosolic pH fluorescence; response, % at 10 µM; hit rate 0.37% among 350,000; in the data active means response mostly above about 7.3%, no sharp cut-off; inactive means mostly below about 5.4%; further: actives read high; inactives centre near 0; some compounds called inactive have numbers as strong as hits; reference of the scale not given here
HTR5A inv ag – HTR5A inverse agonism, opioid heterodimer counter-screen | HTR5A cell line, luminescence | P47898 | hit rate 0.083% among 340,000 | inhibition, % at 9.3 µM; in the data active means inhibition mostly above about 23%, no sharp cut-off; inactive means mostly below about 18%;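 further: 0% = cells with DMSO and 100% = no-cell wells with DMSO; some compounds called inactive have numbers as strong as hits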
dFosB act – enhances mouse delta FosB homodimer DNA binding; activation, % at 25 µM; AID 493131; purified delta FosB, TAMRA-CDK5 oligo fluorescence polarization; percent of positive-control signal above neutral wells; hit rate 0.99% among 340,000; P13346;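 active means mean activation above about 17%, with every replicate also reaching it, limit read from the data, passing the limit was not always enough; inconclusive means only one of the two conditions met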;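 further: fluorescence polarization rise as delta FosB binds a TAMRA Cdk5 AP-1 oligo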
Target sequence (P13346 whole entry, looked up): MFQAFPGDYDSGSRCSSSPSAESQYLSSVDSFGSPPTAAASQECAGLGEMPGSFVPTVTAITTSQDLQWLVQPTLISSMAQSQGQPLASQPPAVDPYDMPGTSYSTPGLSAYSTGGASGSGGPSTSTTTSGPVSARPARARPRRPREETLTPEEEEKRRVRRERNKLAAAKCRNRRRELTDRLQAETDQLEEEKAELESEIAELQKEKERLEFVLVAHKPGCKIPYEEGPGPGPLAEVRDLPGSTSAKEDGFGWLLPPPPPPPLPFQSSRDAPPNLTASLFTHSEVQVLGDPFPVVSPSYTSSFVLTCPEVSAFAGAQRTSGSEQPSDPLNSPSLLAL
SR-BI HDL uptake – blocks mouse SR-BI lipid uptake from DiI-HDL; hit rate 0.96% among 320,000; ldlA[mSR-BI] CHO cells, DiI-HDL uptake fluorescence, 3 h; inhibition, % at 12.5 µM; Q61009;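 active means mean replicate inhibition of at least 70% and a set share of replicates each scoring 70 or more; inconclusive means meets just one of the two criteria; inactive means fails both criteria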;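 further: 0% = median of neutral control wells and 100% = median of positive control wells; values of inactives mirror those of a sister screen read the other way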
Target sequence (Q61009 whole entry, looked up): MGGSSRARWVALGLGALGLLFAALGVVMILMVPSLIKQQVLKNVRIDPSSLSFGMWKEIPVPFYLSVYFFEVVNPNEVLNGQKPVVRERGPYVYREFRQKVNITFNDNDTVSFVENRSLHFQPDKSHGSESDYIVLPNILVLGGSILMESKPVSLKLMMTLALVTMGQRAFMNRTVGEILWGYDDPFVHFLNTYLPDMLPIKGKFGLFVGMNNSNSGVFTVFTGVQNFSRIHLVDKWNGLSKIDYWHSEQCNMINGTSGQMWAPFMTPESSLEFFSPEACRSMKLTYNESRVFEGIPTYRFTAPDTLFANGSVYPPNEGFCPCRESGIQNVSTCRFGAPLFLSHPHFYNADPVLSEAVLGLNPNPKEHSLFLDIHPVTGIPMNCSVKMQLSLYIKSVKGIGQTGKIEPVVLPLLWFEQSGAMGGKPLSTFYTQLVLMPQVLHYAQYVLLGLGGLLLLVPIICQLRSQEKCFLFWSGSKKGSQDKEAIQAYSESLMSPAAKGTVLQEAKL
HTR5A ag – HTR5A agonism, opioid heterodimer counter-screen; activation, % at 9.3 µM; HTR5A agonist assay, luminescence, cell-based; P47898; hit rate 0.61% among 340,000; AID 504692; in the data active means activation mostly above about 9.5%, no sharp cut-off; inactive means mostly below about 7.6%;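 further: 0% = cells with vehicle only and 100% = reference agonist; strong numbers were not always called active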
An asterisk follows results filed as active; ? = inconclusive; . = no result given.

SMILES	MITF act	CDK5 inh	Wnt bcat act	NSD2 HMT inh	PvdQ inh	V-ATPase pH	HTR5A inv ag	dFosB act	SR-BI HDL uptake	HTR5A ag
O=C(c1cnc2sccn2c1=O)N1CCc2ccccc2C1	4	-3.3	.	7	-5	1	-2	-4	-13	1
COc1ccc2[nH]cc(C(=O)CN3CCCCC3)c2c1	-5	-2.7	-2	6	0	-5	-21	9	-21	8
OCCCNC(=S)Nc1ccc(Br)cc1Cl	13	0.6	4	-3	-5	-3	15	-2	7	-1
CCc1c(C)c(C#N)c2nc3ccccc3n2c1NCCN(C)C	-10	-2.1	.	-1	-8	-1	-26	21*	-14	0
CCOc1ccc2nc(SCC(=O)NCc3ccc(OC)c(OC)c3)[nH]c2c1	4	-3.0	-2	1	-14	-4	16	-4	2	-6
COCCNC(=O)C1CCC(=O)N(c2ccc(OC)cc2)C1c1ccc(OC)c(OC)c1 (stereo not given)	1	0.2	.	0	7	1	12	-5	-3	1
CC(C)CCN(C(=O)CCSc1ccc(F)cc1)c1c(N)n(Cc2ccccc2)c(=O)[nH]c1=O	3	1.0	3	-1	2	5	2	-2	-20	-1
CCOC(=O)C1=C(C)NC(=O)NC1c1ccc(OC(C)C(=O)O)c(OC)c1 (stereo not given)	-5	0.7	.	-4	0	-1	16	1	4	4
O=C(/N=C1\NC(=O)C(F)(C(F)(F)F)S1)NC1CCCCC1 (stereo not given)	-1	0.4	.	.	3	6	10	-5	-8	-4
Cc1cccc2c(C(=O)Nc3ccc(Br)cc3)cc(-c3ccccn3)nc12	-10	0.1	-3	.	14	4	-24	-6	17	3
Cc1cc(C)c2c(n1)SCC(=O)N2CC(=O)Nc1ccc(C)c(C)c1	-5	-4.8	0	.	-11	2	-4	-9	14	1
O=C(CNC(=O)c1cccc(Br)c1)N/N=C/c1cn[nH]c1-c1ccccc1	-11	0.1	-6	0	-3	-2	23	-10	37	-4
COc1ccc(Cc2cnc(N)s2)cc1	16	1.0	-1	5	-13	-2	-12	0	0	0
NNC(=S)Nc1ccc(S(=O)(=O)N2CCOCC2)cc1	-12	0.3	1	-10	-19	0	11	-12	4	-4
O=C(COC(=O)c1c[nH]c(=O)[nH]c1=O)Nc1cccc([N+](=O)[O-])c1	7	0.3	3	0	4	1	3	5	10	-1
CC(=O)Nc1ccccc1OC(=O)N1CCOCC1	1	4.9	.	-3	3	2	2	-7	-2	5
CC(/C=C(\NC(=O)c1ccccc1)C(=O)N=Nc1c(O)[nH]c2ccc(C)cc12)=C\c1ccccc1	-8	-0.6	-5	0	-7	1	-1	-1	48	0
Cn1c(=O)oc2cc(S(=O)(=O)Nc3ccccc3O)ccc21	2	-1.8	2	0	13	4	-9	-6	9	4
O=[N+]([O-])c1cc(S(=O)(=O)c2ccc(N3CCCCC3)c([N+](=O)[O-])c2)ccc1N1CCCCC1	4	2.7	-3	-1	-5	2	4	-5	-9	0
Cc1cc(C)c2c(=O)[nH]c(SCC(=O)Nc3ccc(N(C)C)cc3)nc2n1	-2	0.1	.	6	1	4	-12	-4	-10	1
Cc1ccc(CNC(=O)C2CCN(S(=O)(=O)N3CCOCC3)CC2)cc1	3	-4.8	.	.	-11	-3	-2	-2	-2	1
COc1ccc(C(=O)CSc2nnc(NC(=O)C3CC(=O)N(c4cccc(OC)c4)C3)s2)cc1 (stereo not given)	0	1.1	-1	0	2	6	-9	-2	11	3
CCC(C)(C)NC(=O)C(c1ccco1)N(C(=O)c1csnn1)c1cccc(F)c1 (stereo not given)	.	-0.8	.	-3	11	1	-15	-3	.	5
COc1ccc(N2CCN(C(=O)COc3ncnc4ccccc34)CC2)cc1	-5	0.1	-2	2	4	1	-11	-4	-11	4
Cc1cccc(C(=O)NNC(=O)c2cccc(C)c2)c1	-5	-1.2	-3	-3	3	3	-21	6	0	3
SMILES	MITF act	CDK5 inh	Wnt bcat act	NSD2 HMT inh	PvdQ inh	V-ATPase pH	HTR5A inv ag	dFosB act	SR-BI HDL uptake	HTR5A ag
CCN(CC)c1ccc(/C=N/NC(=O)Nc2ccccc2)cc1	50	-3.8	43*	1	-6	-2	1	-10	17	0
O=C(O)CSCC(=O)N1CCc2c([nH]c3ccccc23)C1C(F)(F)F (stereo not given)	-7	-1.4	-3	0	-15	-2	-4	2	-6	1
COc1cccc(NC(=O)C2CCN(S(=O)(=O)c3ccccc3)CC2)c1	9	0.7	-2	-3	13	-2	-5	-13	-2	1
CCOC(=O)N1CCN(CC(O)COCc2ccc(Cl)cc2)CC1 (stereo not given)	-1	0.1	.	0	-10	1	21	4	-29	-9
CCOC(=O)c1cc(-c2ccc(F)cc2)nc2c1c(=O)[nH]c(=O)n2Cc1ccccc1	0	0.3	-3	86*	9	12	-22	-10	.	8
NNC(=O)c1c[nH]c2ccc(OCc3ccccc3)cc12	.	0.3	1	-1	-11	4	-15	-1	.	0
CCOC(=O)c1sc(=S)n(-c2ccc(C)cc2)c1N	-3	-6.7	-1	1	-10	1	-4	-3	38	1
COc1ccc(-n2nnnc2SCC(=O)Nc2ccccc2N2CCOCC2)cc1	6	0.9	-5	-1	1	-1	3	4	-12	-1
O=C(CN1C(=O)c2cccc([N+](=O)[O-])c2C1=O)NNC(=O)c1ccc(F)cc1	-8	0.0	-1	-2	-12	0	7	5	-12	-3
O=C(NCc1cccs1)C1CC(=O)N(C2CCCC2)C1 (stereo not given)	-4	3.5	.	-1	-25	-5	-42	4	1	3
CCOCCn1c(CN2CCN(C(=O)c3ccco3)CC2)nc2c1c(=O)n(C)c(=O)n2C	.	1.5	9	.	6	-3	2	-4	-19	-3
O=C(/C=C/c1ccccc1Cl)NCCCn1ccnc1	.	-0.2	-2	0	-17	-1	18	-1	11	2
O=C(O)CSc1nnc(-c2ccncc2)n1CCc1ccccc1	-2	0.0	1	-7	-5	1	-25	-6	-1	2
COC(=O)Cn1cnc(C(=O)Nc2ccc(C)c(C)c2)n1	-11	-0.4	-1	.	-12	-1	-10	-5	9	3
C[C@H](CO)N1C[C@H](C)[C@@H](CN(C)C(=O)Nc2ccc(C(F)(F)F)cc2)Oc2c(NS(=O)(=O)c3ccccc3)cccc2C1=O	2	-0.4	-2	.	-5	-2	-12	-8	33	1
O=C1/C(=C/c2ccccc2F)SC(=S)N1CCC(=O)N1CCCCC1CCO (stereo not given)	-12	.	-4	28	-5	-2	4	-6	9	-1
O=c1[nH]ncc(N/N=C\c2cccs2)c1Cl	-25	11	-1	0	-6	3	-15	-3	-19	5
Cc1ccc(C)c2[nH]c(=O)c(CN(Cc3nnnn3C3CCCCC3)CC3CCCO3)cc12 (stereo not given)	-4	-2.6	.	1	-12	-1	-11	-20	-8	-2
O=C(CN1CCN(Cc2ccccc2F)C1=O)NCCN1CCOCC1	.	-2.9	-1	.	-5	-1	5	5	-10	-2
O=C(CCc1ccccc1)NN1C(=O)C2C3C=CC(O3)C2C1=O (stereo not given)	-7	0.0	-1	-5	-10	-2	-3	-1	-3	-1
Cc1ccc(CN2CCN(/N=C/c3cccnc3)CC2)cc1	-9	-0.6	.	4	3	-2	17	5	-6	0
O=C(CSc1nc(-c2ccccc2)cs1)Nc1ccccc1[N+](=O)[O-]	8	-5.1	1	8	-27	-4	15	-8	-14	2
COC(=O)C1=C(CSc2nc3c(cc2C#N)CN(C)CC3)OC(N)=C(C#N)C1c1ccc(F)cc1 (stereo not given)	.	2.6	.	.	-6	-2	15	-2	-21	0
COc1cccc(CN(CC2CCCO2)S(=O)(=O)c2ccc(S(=O)(=O)N(C)C)cc2)c1 (stereo not given)	-1	2.5	.	-5	-7	7	-13	-1	-6	0
C#CCN1C(C)=C(C(=O)OC)C(c2cccc([N+](=O)[O-])c2)C(C(=O)OCC)=C1C (stereo not given)	3	-0.1	-5	.	18	-3	0	-3	13	0
SMILES	MITF act	CDK5 inh	Wnt bcat act	NSD2 HMT inh	PvdQ inh	V-ATPase pH	HTR5A inv ag	dFosB act	SR-BI HDL uptake	HTR5A ag
CN(CCO)c1cc(N2CCC3(CC2)OCCO3)c2nonc2c1[N+](=O)[O-]	-4	2.6	0	1	7	3	23	0	18	-3
COCCn1c(Cc2ccccc2)nnc1SCC(=O)NC(C)(C)C	-4	0.1	.	0	1	-6	-20	-2	-8	1
Cc1cc(Cl)c(OCCn2ccnc2)c(Br)c1	.	0.9	0	1	-11	1	-7	-9	-17	2
COc1ccc([N+](=O)[O-])cc1NC(=O)C(C)OC(=O)CC1CCCC1 (stereo not given)	5	0.4	-1	1	-3	-3	-20	1	39	7
CSc1ncccc1C(=O)OCC(=O)NC(N)=O	11	1.5	.	2	-1	0	2	2	-32	1
Cc1ccc([N+](=O)[O-])cc1N(CC(=O)NCC1CCCO1)S(C)(=O)=O (stereo not given)	-7	-2.2	-2	-3	-8	-1	21	1	2	1
CCCCNC(=S)NCCN1CCN(C(=S)NCCCC)CC1	-10	-2.7	0	4	-9	1	-10	-8	10	-1
Cc1ccc(C)c(N2CCN(C(=O)CCCN3C(=S)NC(C)(C)CC3C)CC2)c1 (stereo not given)	4	0.2	.	5	7	-3	-30	0	-16	-4
CCOc1ccccc1CN1CCN(Cc2cccc3c2OCO3)CC1CCO (stereo not given)	23	-1.9	-4	-1	-5	0	6	-9	-1	-2
CC1=C(C(=O)Nc2cccc(C)n2)C(c2ccc3c(c2)OCO3)C2=C(CC(c3ccco3)CC2=O)N1 (stereo not given)	5	-0.5	.	.	-6	1	1	-3	15	-2
CC1=C(C#N)C(Nc2ccc(Cl)cn2)(C(F)(F)F)C(=O)N1 (stereo not given)	.	-0.6	.	-1	-17	3	0	-2	1	0
CCO[C@H]1OC(C(N)=O)=C[C@@H](c2ccccc2)[C@@H]1CCCO	15	-0.5	-4	.	-5	-3	3	-5	-13	-2
O=C(CSc1ncnc2c1oc1ccccc12)c1cccs1	?	0.7	.	-2	-13	0	-38	-8	6	16
Cc1nnc(N/N=C/C2CC=CCC2)[nH]c1=O (stereo not given)	-11	-2.2	-12	-1	-8	3	15	-7	-16	-5
COc1ccc(C2CC(=O)N3C(=C2C#N)SCC3(O)c2ccccc2)cc1 (stereo not given)	-8	0.4	.	-4	-8	3	-19	?	24	-1
COc1ccc2oc(C(=O)OCC(=O)NCC3CCCO3)c(C)c2c1 (stereo not given)	11	1.9	-1	2	-12	-4	7	-10	2	-3
CCc1ccccc1NC(=O)CSc1nnc([C@@H](NC(=O)OC(C)(C)C)C(C)C)o1	1	-3.6	.	-2	1	0	4	-9	0	2
Cc1nnc(NC(=O)C2CCCN(c3ncccn3)C2)s1 (stereo not given)	-1	-0.4	.	-6	-10	-1	-27	0	-14	0
COCCN(Cc1cc2cc(C)c(C)cc2nc1Cl)C(=O)N1CCOCC1	-4	-0.5	4	-7	2	3	3	4	-10	-3
Cc1nn2c(NCc3ccccn3)cc(C(C)(C)C)nc2c1-c1ccccc1	-6	-3.2	3	-1	-10	2	5	-18	18	-2
